Screens deposited in PubChem BioAssay by National Center for Advancing Translational Sciences (NCATS).
12-LOX inh: ALOX12 (human) lipoxygenase inhibition; Potency, µM (doses to about 108 µM), inactives show at the highest dose activity change, negative = inhibition, actives largely listed as inhibitors; purified 12hLO, xylenol orange hydroperoxide absorbance; actives 1.1% (n = 580,000)
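Hydroperoxide product was detected by ferrous iron/xylenol orange as the 573 to 405 nm absorbance ratio. Arachidonic acid at 40 uM (final) was turned over for 30 min at room temperature by 150 nM human 12hLO, pH 7.0 Hepes buffer, after 15 min compound preincubation.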
Tb PGK inh: blocks T. brucei phosphoglycerate kinase. P07378. PGK/GAPDH coupled, Kinase-Glo luminescence, 60 min. Potency, µM (series often up to 57.5 µM), for the others: at the highest dose activity change, negative = inhibition, usual class: inhibitors. actives 0.043% (n = 380,000). AID 602233; further: nearly all actives have a fitted effect of over 60% in size
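Recombinant glycosomal PGK reaction used 1,3-bisphosphoglycerate generated in-well by GAPDH (100nM final) in 100mM TEA pH 7.6, 5mM MgCl2, 0.01% Tween-20. After 60 minutes at room temperature, ATP was read by Kinase-Glo Plus luminescence end-point.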
GLS inh: inhibitors of human glutaminase (GLS); Potency, µM (top dose mostly 45.5 µM), for inactives: at the highest dose activity change, negative = inhibition, most hits filed as inhibitors; AID 624170; actives 0.21% (n = 410,000); GLS enzymatic activity, qHTS titration
Target sequence (O94925 whole entry, looked up): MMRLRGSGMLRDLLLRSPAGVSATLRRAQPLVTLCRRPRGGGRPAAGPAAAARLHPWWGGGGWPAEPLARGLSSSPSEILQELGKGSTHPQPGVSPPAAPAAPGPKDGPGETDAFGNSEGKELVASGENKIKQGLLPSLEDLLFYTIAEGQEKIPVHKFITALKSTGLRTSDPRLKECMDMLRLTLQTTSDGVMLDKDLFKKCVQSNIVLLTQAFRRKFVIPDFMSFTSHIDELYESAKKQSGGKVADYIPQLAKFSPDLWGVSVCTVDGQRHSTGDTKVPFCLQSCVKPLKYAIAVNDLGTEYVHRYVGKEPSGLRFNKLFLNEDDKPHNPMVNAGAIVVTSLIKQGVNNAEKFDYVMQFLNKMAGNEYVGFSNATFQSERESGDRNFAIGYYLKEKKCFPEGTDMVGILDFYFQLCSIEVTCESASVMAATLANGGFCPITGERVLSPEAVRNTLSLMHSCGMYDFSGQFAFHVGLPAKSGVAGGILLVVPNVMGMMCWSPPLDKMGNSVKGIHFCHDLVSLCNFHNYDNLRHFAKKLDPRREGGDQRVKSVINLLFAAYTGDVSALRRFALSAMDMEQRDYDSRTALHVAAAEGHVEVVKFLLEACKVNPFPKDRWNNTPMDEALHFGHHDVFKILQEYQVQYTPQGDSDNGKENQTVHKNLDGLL
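Human kidney-isoform GLS in 45 mM KH2PO4 pH 8.2, 0.02% Tween-20, with compound, started with 1mM L-Glutamine (added stock). Glutamate oxidase/HRP/Amplex red coupled fluorescence read at start and after 30 min at RT.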
Numbers without * were called inactive; i = inactive; u = inconclusive; & = joins results of further samples; [ ] = another dose, or the depositor's remark. The call rests on the fitted dose curve; in most records, active means well fitted curve in the direction sought with a large enough effect; inconclusive means small, poorly fitted or top-dose-only effect, or another doubt; inactive means no such curve, though single readings can be large; an effect the other way counts as inactive or inconclusive. On the % scale 0 is the no-effect control and ±100 the full control effect; potency means the concentration at half of the fitted maximal effect.

SMILES | 12-LOX inh | Tb PGK inh | GLS inh
COC(=O)[C@H]1C[C@H](OC(=O)NC2CC2)[C@@]2(O)CN(S(=O)(=O)c3ccc(C)cc3)CC2[C@H]1C(=O)OC (stereo partly drawn) | 14.2% | -2.4% | -9.9%
CC(c1nc2ccccc2c(=O)[nH]1)N1CCN(S(=O)(=O)c2ccc(F)c(Cl)c2)CC1 (stereo not drawn) | -1.0% | -9.9% | 0.9%
Nc1nc2ccc(Br)cc2s1 | -15.3% | -0.7% | 0.7%
CC12CCC(/C(=C/NNc3ccc([N+](=O)[O-])cc3[N+](=O)[O-])C1=O)C2(C)C (stereo not drawn) | u | i | 11.2%
Cc1ccc(Cl)cc1N1C(=O)CC(Sc2ccccc2N)C1=O (stereo not drawn) | u | -5.7% | 2.7%
COc1ccc(C=CC(=O)c2ccc(OC)c(OC)c2)cc1O | u | -2.6% | 23.3%
Cc1nc(N2CCN(S(=O)(=O)c3cccs3)CC2)c2c(-c3ccccc3)c(C)sc2n1 | -20.3% | i | 3.0%
CC12CCC3c4ccc(O)c([N+](=O)[O-])c4CCC3C1CCC2=O (stereo not drawn) | -6.3% | 9.1% | 10.4%
Cc1ccc(CNC(=O)c2ccc(S(=O)(=O)N3CCCC3)cc2)cc1 | 43.6%&-6.4%[activator] | -0.1% | -4.4%
O=C(OCc1cn([C@@H]2C[C@H](c3ccc(Cl)cc3)N(Cc3cccs3)C[C@H]2O)nn1)c1ccccc1 | -2.5% | -4.7% | 2.9%
COc1ccccc1N1CCN(S(=O)(=O)CCNC(=O)c2ccco2)CC1 | 4.6% | 3.6% | 2.5%
C[C@H]1CN([C@@H](C)CO)C(=O)CCCn2cc(nn2)CO[C@@H]1CN(C)S(=O)(=O)c1ccc(Cl)cc1 | -8.8% | -9.1% | -0.7%
C[C@H]1CN([C@@H](C)CO)C(=O)c2c(c3ccccc3n2C)-c2ccccc2CO[C@H]1CN(C)C(=O)[C@@H]1CCCN1C | 0.0% | 3.9% | -1.8%
Cc1ccc(-c2cnc3c(c2)C(=O)N([C@H](C)CO)C[C@H](C)[C@@H](CN(C)Cc2ccccc2F)O3)cc1 | u | -1.2% | -3.0%
O=C(CSc1nc2ccccc2c(=O)n1-c1ccc(F)cc1F)NC1CC1 | -1.9% | -0.4% | -4.9%
C[C@H]1CN([C@@H](C)CO)C(=O)CCCn2cc(nn2)CO[C@@H]1CN(C)C(=O)Nc1ccc(F)cc1 | -24.4% | 10.1% | 10.3%
C[C@@H]1CN([C@@H](C)CO)C(=O)CCCn2cc(nn2)CO[C@H]1CN(C)C(=O)c1ccc2ccn(C)c2c1 | 52.1% | -3.8% | -2.3%
NC(=O)c1[nH]cnc1N=NN(CCO)Cc1ccccc1 | 1.2% | i | -9.2%
CC1=C(C(=O)N(C)C)CC(CC(=O)NCCCN(C)C)C(=O)N1Cc1ccccc1 (stereo not drawn) | -2.9% | i | 0.7%
Cc1ccc(C(=O)CCC(=O)N2CCN(C/C=C/c3ccccc3)CC2)cc1 | -3.1% | -4.4% | 2.5%
O=C(C[C@@H]1C[C@H]2c3cc(NC(=O)Nc4ccccc4F)ccc3O[C@H]2[C@H](CO)O1)NCC(F)(F)F | -17.1% | -5.5% | 7.5%
C[C@@H]1CN([C@H](C)CO)S(=O)(=O)c2ccc(Br)cc2O[C@H]1CN(C)C(=O)C1CCCCC1 | -15.5% | -3.5% | 2.7%
CC(=O)Nc1cccc(NC(=O)C2CCCO2)c1 (stereo not drawn) | -29.1% | i | -0.5%
C[C@H](CO)N1C[C@H](C)[C@H](CN(C)C(=O)Nc2cccc(Oc3ccccn3)c2)OCc2cnnn2CCCC1=O | 0.0% | -8.9% | -7.2%
C/C(CC(=O)Nc1ccc(N(C)C)cc1)=N\NC(=O)c1ccccc1Cl | -29.1% | -9.9% | -9.3%
CC1=C(C(=O)N2CCOCC2)CC(CC(=O)NCCc2ccccn2)C(=O)N1Cc1ccc(F)cc1 (stereo not drawn) | 4.9% | 9.4% | -2.5%
CC(C)C1C(=O)N(Cc2cn(CC3CCCCC3)nn2)CCS(=O)(=O)N1Cc1ccc(-c2ccc(Cl)nc2)cc1 (stereo not drawn) | 8.7% | i | -11.8%
O=C(COC(=O)c1cccc(F)c1)Nc1cccc(S(=O)(=O)N2CCCCC2)c1 | 0.9% | i | 1.6%
CCOc1ccc(NC(=O)CSc2nc3cc(C(=O)NCC4CCCO4)ccc3c(=O)n2CC2CCCO2)cc1 (stereo not drawn) | u | -1.0% | 0.2%
Cc1ccc2c(=O)n3c(nc2c1)C(Cc1ccc(O)cc1)NC(=O)c1cc2ccccc2cc1-3 (stereo not drawn) | -3.2% | -2.2% | 3.3%
Cc1ccc(NC(=O)c2ccc3c(c2)CCN3S(C)(=O)=O)cc1 | 7.4% | -7.7% | -4.5%
CCCCCCN1C[C@@H](n2cc(-c3ccc(F)cc3)nn2)[C@H](O)C[C@@H]1c1ccccc1 | 0.0% | -0.5% | -2.6%
C[C@H](CO)N1C[C@H](C)[C@H](CN(C)S(C)(=O)=O)OCc2ccccc2-c2c(n(C)c3ccccc23)C1=O | -0.2% | -6.6% | 2.0%
OCC1OC(Nc2ccccc2C=NO)C(O)C1O (stereo not drawn) | 4.4% | i | 19.3%
CC(NC(=O)CN1c2cccc3cccc(c23)S1(=O)=O)c1ccccc1 (stereo not drawn) | -21.0% | 3.4% | 3.5%
CC1(C)CC(=O)C(CC(=O)c2ccccc2)=C(NN=C(N)N)C1 | 8.4% | i | 22.9%
CCCCCC(=O)N1C[C@@H](O)[C@H](n2cc(COC(=O)c3ccccc3)nn2)C[C@@H]1c1ccc(Cl)cc1 | -10.5% | 4.8% | 1.9%
C#CC1(N2CCCCC2)CCCCC1 | 9.3% | 6.0% | -1.4%
Cc1ccc(S(=O)c2ccc([N+](=O)[O-])c3nonc23)cc1 (stereo not drawn) | 2µM* | -18.2% | u
COCC#Cc1ccc2c(c1)O[C@@H](CN(C)C(=O)Nc1ccc(OC)cc1)[C@H](C)CN([C@H](C)CO)S2(=O)=O | 18.5% | -2.4% | -4.8%

One compound at a time, from the list above. Order of values: 12-LOX inh | Tb PGK inh | GLS inh
Record of Cc1ccc(NC(=O)c2ccc3c(c2)CCN3S(C)(=O)=O)cc1 : 7.4% | -7.7% | -4.5%
Record of Cc1ccc(S(=O)c2ccc([N+](=O)[O-])c3nonc23)cc1 (stereo not drawn) : 2µM* | -18.2% | u
Record of CCCCCC(=O)N1C[C@@H](O)[C@H](n2cc(COC(=O)c3ccccc3)nn2)C[C@@H]1c1ccc(Cl)cc1 : -10.5% | 4.8% | 1.9%
Record of CCCCCCN1C[C@@H](n2cc(-c3ccc(F)cc3)nn2)[C@H](O)C[C@@H]1c1ccccc1 : 0.0% | -0.5% | -2.6%
Record of C#CC1(N2CCCCC2)CCCCC1 : 9.3% | 6.0% | -1.4%

(listing goes on)
SMILES | 12-LOX inh | Tb PGK inh | GLS inh
O=C(Cc1ccc(Cl)cc1)NCC(=O)N1CCC2(CC1)NCCc1[nH]cnc12 | -6.5% | 4.3% | -2.1%
CCOC(=O)CSc1nc2nc(Cl)c(Cl)nc2[nH]1 | -21.8% | 0.0% | -14.9%
COc1cc(C(=O)NC(=S)Nc2ccc3ccccc3c2)cc(OC)c1OC | 17.8µM* | -2.2% | 3.4%
COc1cc(-c2cc(C(=O)O)c3cc4ccccc4cc3n2)cc(OC)c1OC | u | 4.3% | 5.0%
COCOCCn1cc(CN2CCS(=O)(=O)N(Cc3ccc(-c4ccc(Cl)nc4)cc3)C(CC(C)C)C2=O)nn1 (stereo not drawn) | -20.8% | -0.9% | -12.4%
COc1ccccc1S(=O)(=O)N(C)C[C@H]1OCc2cn(nn2)CCCC(=O)N([C@H](C)CO)C[C@@H]1C | 38.6%[activator] | -7.4% | -1.0%
CCC1(c2ccccc2)NC(=O)N(CC(=O)Nc2ccc3c(c2)CCC3)C1=O (stereo not drawn) | -25.3% | 2.1% | 6.2%
Cc1ccccc1NS(=O)(=O)c1ccc(S(=O)(=O)N2CCCC2)cc1 | -5.0% | -5.1% | -1.1%
Cc1c(NC(=O)COC(=O)c2cccc(F)c2)c(=O)n(-c2ccccc2)n1C | 9.5% | -3.4% | 1.2%
COc1ccccc1-c1noc(CCC(=O)Nc2cccnc2)n1 | 4.3% | i | 2.0%

Looked up one by one from the entries so far:
SMILES | 12-LOX inh | Tb PGK inh | GLS inh
O=C(Cc1ccc(Cl)cc1)NCC(=O)N1CCC2(CC1)NCCc1[nH]cnc12 | -6.5% | 4.3% | -2.1%
COc1ccccc1S(=O)(=O)N(C)C[C@H]1OCc2cn(nn2)CCCC(=O)N([C@H](C)CO)C[C@@H]1C | 38.6%[activator] | -7.4% | -1.0%

More structures:
SMILES | 12-LOX inh | Tb PGK inh | GLS inh
O=C(Nc1ccc2c(c1)CN(C(=O)Nc1ccc(F)cc1)CC2)c1ccccn1 | 10.0% | -1.1% | 2.8%
C[C@@H]1CN([C@H](C)CO)S(=O)(=O)c2ccc(-c3ccc(C#N)cc3)cc2O[C@H]1CN(C)C(=O)Nc1cc(F)ccc1F | -32.8% | 4.0% | 4.5%
C[C@H]1CN([C@@H](C)CO)C(=O)CCCn2cc(nn2)CO[C@@H]1CN(C)C(=O)Nc1cccc2ccccc12 | -5.6% | -6.6% | -7.7%
O=C1C=C(c2n[nH]nc2-c2ccccc2)C[C@@H](c2ccc(F)cc2)C1 | 88.9%[activator] | i | 10.6%
CC1(C)Cc2c(sc(NC(=O)Cc3ccccc3)c2C#N)C(C)(C)N1 | u | -9.8% | 11.2%
CCCCCCN1C[C@@H](O)[C@H](n2cc(COC(=O)c3ccccc3)nn2)C[C@@H]1c1ccc(OC)cc1 | u | 2.9% | 3.7%
COc1cc(C=C2CCCC(=Cc3ccc(OCC4CO4)c(OC)c3)C2=O)ccc1OCC1CO1 (stereo not drawn) | -29.8% | -8.1% | 3.3%
C#CCN(C[C@H]1[C@H](OC(=O)Nc2c(C)noc2C)[C@H](OC(=O)Nc2c(C)noc2C)C[C@@H](C(=O)OC)[C@H]1C(=O)OC)S(=O)(=O)c1ccc(C)cc1 | 1.0% | 5.7% | -1.6%
O=C(Nc1cc(Cl)ccc1N1CCOCC1)c1ccc2c(c1)OCO2 | -4.3% | i | 0.0%
CCc1noc(C)c1C(=O)NCCN1C(=O)S/C(=C\c2ccccc2F)C1=O | -7.0% | -3.4% | 3.6%
COc1ccc(S(=O)(=O)N2CCC(C(=O)N[C@H](C(=O)NCc3ccccc3)C(C)C)CC2)cc1 | -4.3% | 3.2% | -0.5%
C[C@@H]1CN([C@@H](C)CO)C(=O)CCCn2nncc2CO[C@H]1CN(C)Cc1cccc(C(F)(F)F)c1 | 9.8% | -6.6% | -0.4%
COc1ccccc1S(=O)(=O)N(C)C[C@@H]1OCc2cnnn2CCCC(=O)N([C@@H](C)CO)C[C@@H]1C | u | 2.4% | -3.0%
C[C@H](CO)N1C[C@H](C)[C@H](CN(C)S(=O)(=O)c2ccc3ccccc3c2)OCc2cnnn2CCCC1=O | -29.5% | i | -3.8%
Cc1cn([C@H]2C[C@H](O)[C@@H](CNCc3ccccc3OCCCN3CCOCC3)O2)c(=O)[nH]c1=O | -4.4% | -7.7% | 2.3%
COc1ccc(CNC(=O)OC23CN(C(=O)OC(C)C)N(C(=O)OC(C)C)CC2(O)CN(S(=O)(=O)c2ccc(C)cc2)C3)cc1OC (stereo not drawn) | 3.8% | -2.9% | -4.8%
O=C(OCc1cn([C@H]2C[C@H](c3ccccc3)N(CC3CCCCC3)C[C@@H]2O)nn1)c1ccccc1 | u | -7.8% | 0.5%
COc1ccc(CN2C(=O)C(CC(=O)NCc3ccco3)CC(C(=O)N(C)C)=C2C)cc1 (stereo not drawn) | 1.5% | -8.5% | -8.1%
COc1ccc(CN2C(=O)C(CC(=O)NCc3cccs3)CC(C(=O)N(C)C)=C2C)cc1 (stereo not drawn) | 1.3% | i | 0.1%
NC(=S)NN=Cc1nccc2c(C(F)(F)F)cccc12 | u | -4.7% | 2.5%
O=C(OCC(=O)N1CCOCC1)c1cncc(Br)c1 | -15.1% | -4.5% | 0.0%
Cc1ccc2nc3n(c(=O)c2c1)-c1ncccc1C(=O)NC3Cc1ccccc1 (stereo not drawn) | u | -0.5% | 0.6%
Cc1cccc(NNC(=S)Nc2ccccc2)c1 | u | -10.3% | 14.9%
COc1cc(CNC[C@H]2O[C@@H](n3ccc(N)nc3=O)[C@H](O)[C@@H]2O)ccc1OCc1ccc(C)cc1 | -0.3% | -2.4% | -2.7%
Cc1ccc(OC(C)C(=O)Nc2cccc(S(=O)(=O)N3CCCCCC3)c2)cc1 (stereo not drawn) | -11.9% | -3.2% | -8.7%
COc1cccc(OCC(=O)NCCS(=O)(=O)N2CCN(c3ccccc3)CC2)c1 | 0.7% | -1.5% | 4.3%
C=CCOC(=O)COc1ccc2c3c(c(=O)oc2c1)CCCC3 | u | -2.7% | 6.2%
CCOC(=O)N1CCC(=NNC(N)=O)C1 | -9.4% | i | -8.1%
O=C(CNC(=O)c1ccccc1)OC(C(=O)O)c1ccc(F)cc1 (stereo not drawn) | -21.0% | -0.2% | 5.4%

A portion of the library; rates above refer to the full screens.
